Screening data as filed in PubChem BioAssay.
HIF activator = HIF pathway transcriptional activation; AID 1910; 300,000 tested, 0.32% active; activation, % at 7.5 µM (by protocol); U2OS HRE-luciferase reporter, luminescence; normalized: DMSO 0%, desferrioxamine 100%;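 active = mean activation of at least 10% of the iron chelator positive control signal, with at least half of replicates also reaching 10%; inconclusive = mean and replicate majority disagree about reaching 10%; inactive = mean and most replicates under 10%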
aSyn UTR inh = MLPCN primary screen, SNCA 5' untranslated region. alpha-synuclein 5'UTR reporter, inhibitor activity. inhibition, % (tested at 7.5 µM). 300,000 tested, 0.82% active. AID 1813; in the data active = inhibition above about 60%; inconclusive = no clear call, values can overlap the other calls;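 also: H4 neuroglioblastoma cells stably carrying SNCA 5'UTR luciferase fusion; 0% = DMSO wells and 100% = positive control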
HSP90 refold inh = inhibitors of HSP90 luciferase refolding in rabbit reticulocyte lysate. luciferase refolding luminescence, 3 h. inhibition, % at 5.6 µM. 290,000 tested, 0.91% active;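 active = inhibition above the screen-wide mean plus 3 SD, computed separately per campaign, cut at about 16% in these data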;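 also: 0% = DMSO wells and 100% = 60 µM geldanamycin wells; inhibitors lower the luminescence because luciferase stays unfolded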
IEC-6 tox = kills IEC-6 intestinal cells in KLF5 counter-screen; AID 1825; 290,000 tested, 0.78% active; IEC-6 cytotoxicity, luminescence viability; inhibition, % at 5 µM; in the data active = inhibition above about 22%;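 also: 0% = plate median of test compound wells and 100% = cytotoxic reference compound wells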
HSF1 inh = HSF1 inhibition; 300,000 tested, 0.77% active; AID 2098; activity change, negative = inhibition, % at 7.5 µM (by protocol); NIH3T3-HGL HSE-luciferase, MG132-induced, luminescence 8 h; active compounds read low;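 active = more than half of replicate wells show activity change below -50%, luminescence cut by over half; inconclusive = some wells, but at most half, below -50%; inactive = no replicate well below -50%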;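 also: luciferase reports HSF-1 transcriptional activity via heat shock element; 0% = median of DMSO wells and -100% = zero luminescence signal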
AI-2 QS modul = modulators of Vibrio harveyi AI-2 quorum sensing system | Vibrio harveyi JMH597 AI-2 luminescence/OD600 ratio, 9 h; active compounds read low; strain lacks LuxN and CqsS sensors; 0 = neutral-control median | activity change, % at 7.5 µM | 300,000 tested, 0.4% active; in the data active = activity change below about -75%, passing the limit was not always enough; inconclusive = no clear call, values can overlap the other calls;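 also: luminescence divided by OD600 gain over 9 h not by final OD600 alone; inactives centre near 13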
KLF5 inh = suppresses KLF5 promoter-driven expression. inhibition, % at 5 µM. AID 1700. DLD-1 KLF5 promoter-luciferase reporter, luminescence. 290,000 tested, 0.23% active;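 active = inhibition above a per-plate limit of that plate's mean compound inhibition plus 3 SD, cut at about 60% in these data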;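 also: 0% = DMSO wells and 100% = LY294002 at 200 µM; higher means less KLF5 promoter-driven luciferase light; inactives centre near -14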
SKKanGAS inh = SKKanGAS growth inhibition | S. pyogenes SKKanGAS, kanamycin growth, BacTiter-Glo, 6 h | inhibition, % at 7.5 µM | 300,000 tested, 1.3% active;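 active = mean replicate score, as percent of positive control median, at least 50; inconclusive = mean below 50 but one replicate at or above 50; inactive = mean and every replicate below 50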;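 also: strain carries kanamycin resistance gene driven by streptokinase promoter and grows in 40 µg/ml kanamycin; loss of luminescence reflects streptokinase promoter inhibition or plain growth inhibition; 0% = median of DMSO wells and 100% = positive control at its reference dose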
HSF1 activator = increases HSF-1 driven luciferase reporter signal. NIH3T3-HGL HSF-1 luciferase reporter, MG132, 8 h; 100% = twice DMSO control signal. activation, % at 9 µM. 300,000 tested, 1.7% active. AID 504408;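 active = mean replicate activation of at least 50% with a set share of replicates each reaching 50%; inconclusive = only one of those two conditions met; inactive = mean below 50% and too few replicates reaching it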;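 also: 0% = median of the neutral control wells and 100% = twice that signal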
Platelet DG rel = modulates dense granule release in human platelets | 300,000 tested, 0.22% active | human platelet-rich plasma, SFLLRN dense granule ATP release, luminescence | inhibition, %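 (compounds screened at 7.5 µM in platelet-rich plasma)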 | AID 1663;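 active = mean replicate score, as percent of positive control, at or above 50; inconclusive = mean below 50 but at least one replicate at or above 50; inactive = mean and every replicate below 50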
The depositor's hits bear a star; u = inconclusive; x = no result given.

The opening three compounds (preview)
SMILES | HIF activator | aSyn UTR inh | HSP90 refold inh | IEC-6 tox | HSF1 inh | AI-2 QS modul | KLF5 inh | SKKanGAS inh | HSF1 activator | Platelet DG rel
Cc1nn(C(=O)N(C)C)c(C)c1CN1C(=O)c2ccccc2C1=O | -0.1 | 5 | -3 | 1 | 5 | 2 | -27 | -1 | 7 | 0
CC1CCCCN1C(=O)C(Cc1ccccc1)N1C(=O)C2CCCCC2C1=O (configuration not stated) | 0.0 | 34 | 1 | 8 | -3 | 36 | 8 | -6 | -7 | 24
COc1ccc([N+](=O)[O-])cc1N(CC(=O)N(C)C)S(C)(=O)=O | -0.2 | -10 | 3 | 0 | -13 | -13 | -5 | -1 | -3 | -5

Main list, from the first entry:
SMILES | HIF activator | aSyn UTR inh | HSP90 refold inh | IEC-6 tox | HSF1 inh | AI-2 QS modul | KLF5 inh | SKKanGAS inh | HSF1 activator | Platelet DG rel
Cc1nn(C(=O)N(C)C)c(C)c1CN1C(=O)c2ccccc2C1=O | -0.1 | 5 | -3 | 1 | 5 | 2 | -27 | -1 | 7 | 0
CC1CCCCN1C(=O)C(Cc1ccccc1)N1C(=O)C2CCCCC2C1=O (configuration not stated) | 0.0 | 34 | 1 | 8 | -3 | 36 | 8 | -6 | -7 | 24
COc1ccc([N+](=O)[O-])cc1N(CC(=O)N(C)C)S(C)(=O)=O | -0.2 | -10 | 3 | 0 | -13 | -13 | -5 | -1 | -3 | -5
Cc1ccccc1C(=O)N1CCc2cc(-c3nc(NC(=O)Cc4ccc5c(c4)OCO5)sc3C)ccc21 | 0.1 | 6 | 4 | -2 | -1 | 11 | -13 | 33 | -16 | -3
COc1ccc2cc(C#N)c(N3CCN(Cc4nnnn4CCC(C)C)CC3)nc2c1 | -1.4 | -5 | 1 | 5 | 1 | 35 | 6 | 20 | 3 | 2
COc1ccc(CCN(CC(=O)NC(C)(C)C)C(=O)Cn2nnc(-c3ccc(C)o3)n2)cc1OC | 0.2 | 6 | -1 | -2 | x | 22 | -10 | -4 | x | 3
O=C(COC(=O)c1ccccc1)NC1CCCC1 | -0.3 | 4 | -1 | -1 | 7 | 0 | -23 | -3 | 28 | 0
Cc1nc2ccc(NC(=O)Cc3c(F)cccc3Cl)cc2s1 | 1.9 | -126 | -9 | -15 | 18 | 20 | -100 | 0 | 25 | -3
COc1ccc(CNCCCSc2ncccn2)c(OC)c1 | -0.3 | -10 | -2 | -4 | 0 | 3 | -28 | 13 | 17 | -1
CCOC(=O)c1c(NC(=O)c2c(C)noc2C)sc2c1CCCCC2 | 0.0 | -22 | -3 | -2 | -2 | 2 | 1 | 0 | -7 | u

4 consecutive entries already listed:
SMILES | HIF activator | aSyn UTR inh | HSP90 refold inh | IEC-6 tox | HSF1 inh | AI-2 QS modul | KLF5 inh | SKKanGAS inh | HSF1 activator | Platelet DG rel
Cc1nn(C(=O)N(C)C)c(C)c1CN1C(=O)c2ccccc2C1=O | -0.1 | 5 | -3 | 1 | 5 | 2 | -27 | -1 | 7 | 0
CC1CCCCN1C(=O)C(Cc1ccccc1)N1C(=O)C2CCCCC2C1=O (configuration not stated) | 0.0 | 34 | 1 | 8 | -3 | 36 | 8 | -6 | -7 | 24
COc1ccc([N+](=O)[O-])cc1N(CC(=O)N(C)C)S(C)(=O)=O | -0.2 | -10 | 3 | 0 | -13 | -13 | -5 | -1 | -3 | -5
Cc1ccccc1C(=O)N1CCc2cc(-c3nc(NC(=O)Cc4ccc5c(c4)OCO5)sc3C)ccc21 | 0.1 | 6 | 4 | -2 | -1 | 11 | -13 | 33 | -16 | -3

Additional compounds:
SMILES | HIF activator | aSyn UTR inh | HSP90 refold inh | IEC-6 tox | HSF1 inh | AI-2 QS modul | KLF5 inh | SKKanGAS inh | HSF1 activator | Platelet DG rel
O=C1CCCc2nc3c(cc21)C(O)Oc1c-3ccc2ccccc12 (configuration not stated) | -0.4 | -118 | 31* | -2 | -3 | 0 | -6 | -8 | -5 | 3
COc1cccc(NC(=O)CCCOc2cc(=O)n(C)c3ccccc23)c1 | 0.1 | -8 | 1 | 2 | 6 | 32 | -5 | -5 | 28 | 2
N#C/C(=C\c1ccc(N2CCOCC2)o1)C(=O)NC1CCCCC1 | 1.2 | -40 | 2 | -7 | 2 | 12 | -20 | 8 | 6 | 12
O=C(Nc1cccc(Cl)c1)c1cncn1-c1ccc(F)cc1 | 0.6 | -2 | 0 | 7 | 3 | 20 | -8 | 0 | -6 | -31
CCn1c(SCC(=O)N/N=C\c2ccccc2OCC(=O)O)nnc1-c1ccc(Cl)cc1 | 0.2 | 9 | 5 | 0 | -4 | 6 | 16 | -2 | -2 | -1
COc1ccc2c(c1)CCc1cn3ncc(C#N)c3nc1-2 | -0.2 | 68* | -4 | -2 | -8 | 21 | -2 | 2 | 6 | 4
CC(NC(=O)Cc1ccccc1)c1nc2ccccc2[nH]1 (configuration not stated) | -0.4 | 1 | -2 | 5 | -3 | 6 | 6 | 0 | 4 | 2
CCCN(CC(=O)Nc1ccc(F)c(F)c1F)C(=O)c1ccc(=O)n(Cc2ccccc2)n1 | -0.2 | -7 | x | x | -5 | 16 | x | 1 | -9 | 1
CN(C)CCN(CC1CCCN(Cc2ccccc2F)C1)C(=O)c1ccc(F)cc1 (configuration not stated) | -1.2 | -6 | 2 | -4 | 1 | 2 | -46 | -3 | 24 | -1
CC(=O)NC1C(=O)N=C(SCC(=O)Nc2c(C)cccc2C)NC1=O (configuration not stated) | -0.2 | -9 | -2 | -5 | -5 | 4 | -9 | -1 | -19 | 5
Nn1c(SCc2c(F)cccc2F)nnc1-c1ccccn1 | 2.3 | -159 | 3 | 2 | 20 | 21 | -127 | -1 | 34 | -9
Cc1ccc(C2=Nc3ccccc3SC(c3cccc([N+](=O)[O-])c3)C2)cc1 (configuration not stated) | 6.1 | -113 | 3 | -3 | 38 | 21 | -42 | 0 | 67* | 9
CCOC(=O)N1CCN(C(=O)c2c(N)no[n+]2[O-])CC1 | 1.0 | -21 | -1 | -2 | -8 | 16 | 4 | 4 | 4 | 13
O=S(=O)(Nc1cccc(-c2ccc(N3CCCCCC3)nn2)c1)c1cccc(F)c1 | 3.6 | -108 | 3 | -2 | 3 | 28 | -168 | 22 | 8 | 0
O=C(OCCOc1cccc(Cl)c1)c1ccc2ncsc2c1 | 2.9 | -24 | 1 | -2 | -5 | 12 | 5 | -4 | -21 | 4
COc1ccccc1NC(=O)c1ccc(CN2CCOCC2)cc1 | 0.2 | -5 | 3 | 3 | 0 | 22 | 12 | 0 | 7 | 1
O=c1[nH]c(CSc2ncccn2)nc2c1cnn2-c1ccccc1 | -0.2 | -8 | 2 | 5 | 10 | 17 | -30 | 3 | 33 | 12
CCC(C(=O)NC1CCCC1)N(C(=O)c1snc(C(N)=O)c1N)c1ccc2c(c1)OCCO2 (configuration not stated) | -1.0 | 11 | -5 | -4 | -4 | 13 | -28 | 4 | -3 | 0
N#Cc1c(SCc2cccc(Cl)c2)sc(C(=O)c2ccccc2)c1N | -0.2 | 7 | 15 | 3 | 1 | 8 | -13 | 16 | -16 | 10
COc1ccc(CCNC2=CC(=O)CC(C)(C)C2)cc1 | -0.9 | -30 | 3 | 1 | 10 | 21 | -30 | -6 | 28 | -1
O=C(CN(Cc1ccccc1)C(=O)CSc1nnc(COc2ccccc2)o1)NC1CCCC1 | -3.0 | 19 | 3 | -7 | 2 | 9 | -34 | 0 | 4 | 6
Cc1ccc(NCC(=O)N/N=C/c2cc3ccccc3nc2Cl)cc1 | 2.0 | 23 | 1 | 0 | -11 | 26 | -4 | 3 | -13 | 0
CC(C)c1ccccc1NS(=O)(=O)c1cccs1 | -0.3 | 12 | 2 | 0 | -8 | -46 | 19 | -5 | 7 | -3
CCOc1cc(NC(=S)NCCCN2CCOCC2)c(OCC)cc1NC(=O)CC(C)C | -0.2 | 5 | -2 | 1 | -5 | 6 | -13 | 5 | 5 | 0
CCC(C)c1ccc(NC(=S)NN2CCOCC2)cc1 (configuration not stated) | 1.5 | -99 | -5 | 3 | 6 | 13 | -49 | 4 | 0 | 2
Cc1nnnn1-c1cccc(C(=O)O)c1 | -0.3 | 1 | 9 | 0 | -9 | 6 | -4 | 1 | -12 | -1
O=C(CSCc1ccc([N+](=O)[O-])cc1)NC1CC2CCC1C2 (configuration not stated) | 0.2 | -14 | 0 | -2 | 12 | 16 | 6 | 6 | 4 | -8
Cc1ccc(NC2CCCN(C(=O)CCC3=NNC(=O)CC3)C2)cc1C (configuration not stated) | -0.3 | -8 | -3 | -3 | 4 | -1 | -11 | -7 | -5 | 2
CCCCCc1nnc(NC(=O)Cn2cnc3ccccc3c2=O)s1 | -0.3 | -10 | -2 | -2 | 19 | -94* | -7 | -10 | 10 | -12
CCN(CC)C(=O)Cn1ncc2c1-c1ccccc1OC2 | -0.1 | 0 | 1 | 6 | -2 | 10 | -23 | 1 | -4 | 2
CCOc1ccc(NC(=O)N(CCN(C)C)C(C)c2cccnc2)cc1 (configuration not stated) | -0.2 | 7 | -4 | -4 | -11 | 8 | -12 | -6 | -27 | -7
COc1ccc(CCNC(=O)c2ccccc2NS(=O)(=O)c2cc(C(=O)O)ccc2OC)cc1 | 0.1 | 17 | -5 | -17 | -4 | 33 | -16 | 17 | 4 | -13
CC(C)OCCCn1c(SC(C)C(=O)NCC2CCCO2)nc2cc(Cl)ccc2c1=O (configuration not stated) | -0.2 | -2 | x | x | 13 | 17 | x | -1 | 19 | 20
Cc1nn(C)cc1C1C2=C(CC(C)(C)CC2=O)N(c2ccccc2)C2=C1C(=O)CC(C)(C)C2 | -0.8 | -7 | -1 | -2 | 7 | 10 | -25 | 10 | 17 | -1
COc1ccc(-c2nnc(SCC(=O)c3ccc4c(c3)OCCO4)o2)cc1 | -1.0 | 0 | 2 | 0 | -8 | 7 | -35 | -3 | -25 | 11
CCCSc1nsc(NC(=O)C(c2ccccc2)c2ccccc2)n1 | -0.4 | 25 | 12 | 4 | 1 | 15 | -11 | 100* | 9 | 0
N/C(=N\OC(=O)CCc1ccccc1)c1cccnc1 | 0.4 | -53 | 1 | 3 | 1 | -86* | -20 | 6 | 9 | -3
COC(=O)CCCCC1SCC(NC(=O)c2ccccc2)C1OC(C)=O (configuration not stated) | 0.0 | -25 | 2 | 4 | -1 | 26 | -3 | -8 | 1 | -2
O=C(/C=C/c1cc2ccccc2o1)c1ccccc1O | 2.7 | -161 | 3 | 1 | 26 | 2 | -83 | -8 | 31 | 13
CC1=C(C(=O)Nc2ccc(C(=O)NC(C)c3ccccc3)cc2)SCCO1 (configuration not stated) | -0.3 | 33 | -6 | 3 | -4 | 19 | -19 | -4 | -1 | -3
